KinaseGlo FLuc: Counterscreen for Luciferase (Kinase-Glo TM) Inhibition | Potency, µM (top dose mostly 38.3 µM), for the others: at the top dose activity change, negative = inhibition, hits mostly inhibitors | Kinase-Glo luciferase, ATP luminescence, 8 min | AID 1379, 2008 | actives 0.28% (n = 200,000) | Luciferin 4-monooxygenase (Photuris pensylvanica), Q27757; further: on the % scale 0 is the no-effect control and ±100 the full control effect; nearly all actives have a fitted effect of over 60% in size
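Recombinant Kinase-Glo luciferase, 10 uM ATP (linear range), luciferin; imidazole pH 7.2 / KCl / MgCl2 / Tween / BSA buffer; 8 min RT; luminescence.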
JMJD2E inh: qHTS Assay for Inhibitors of Human Jumonji Domain Containing 2E (JMJD2E). Lysine-specific demethylase 4E (Homo sapiens), B2RXH2. JMJD2E catalytic domain, FDH-coupled NADH fluorescence (FDH is formaldehyde dehydrogenase). Potency, µM (titrated, usually from 57.1 µM), without a hit: at the top dose activity change, negative = inhibition, hits mostly inhibitors. actives 1.6% (n = 230,000); active means well fitted inhibition curve with a large enough effect, not every such curve was filed as active; inconclusive means small, poorly fitted or top-dose-only effect, or another doubt; inactive means no such curve, though single readings can be large or run the other way;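 further: 0% = wells with enzyme and -100% = buffer wells without enzyme; nearly all actives have a fitted effect of over 50% in size; many of its hits are not listed in these tables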
Epigenetic reg: Quantitative High-Throughput Screen for Regulators of Epigenetic Control; murine LDR cells, GFP reporter derepression, 30 h; Potency, µM (doses to about 53.9 µM), inactives show top-dose GFP activation, usual class: activators; actives 0.2% (n = 280,000); further: % of control where 0% means no effect; nearly all actives have a fitted effect of over 60% in size
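In this reporter-derepression format, murine cells bearing a silenced integrated CMV-GFP locus incubate with test compound (30 h, 37 C), then are washed and imaged; fluorescent objects of 20–120 um count as induced cells.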
NPSR antag: qHTS Assay for Antagonists of the Neuropeptide S Receptor: cAMP Signal Transduction. Q6W5P4. CHO-NPSR cells, cAMP TR-FRET, antagonist mode. Potency, µM (top dose mostly 38.3 µM), inactives show at the highest dose activity change, negative = inhibition, most hits filed as inhibitors. actives 1% (n = 220,000). AID 1461, 2008; further: on the % scale 0 is the no-effect control and ±100 the full control effect; nearly all actives have a fitted effect of over 50% in size; many of its hits are not listed in these tables
RECQ1 inh: qHTS Assay for Inhibitors of RecQ-Like Dna Helicase 1 (RECQ1); RECQ1 DNA unwinding, red fluorescence kinetic read; Potency, µM (top dose mostly 57.3 µM), for the others: top-dose activity, negative = inhibition, most hits filed as inhibitors; actives 0.54% (n = 240,000); AID 2549, 2010;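 further: plate controls were vehicle for no effect and no enzyme for full effect; nearly all actives have a fitted effect of over 30% in size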
Target sequence (P46063 whole entry, looked up): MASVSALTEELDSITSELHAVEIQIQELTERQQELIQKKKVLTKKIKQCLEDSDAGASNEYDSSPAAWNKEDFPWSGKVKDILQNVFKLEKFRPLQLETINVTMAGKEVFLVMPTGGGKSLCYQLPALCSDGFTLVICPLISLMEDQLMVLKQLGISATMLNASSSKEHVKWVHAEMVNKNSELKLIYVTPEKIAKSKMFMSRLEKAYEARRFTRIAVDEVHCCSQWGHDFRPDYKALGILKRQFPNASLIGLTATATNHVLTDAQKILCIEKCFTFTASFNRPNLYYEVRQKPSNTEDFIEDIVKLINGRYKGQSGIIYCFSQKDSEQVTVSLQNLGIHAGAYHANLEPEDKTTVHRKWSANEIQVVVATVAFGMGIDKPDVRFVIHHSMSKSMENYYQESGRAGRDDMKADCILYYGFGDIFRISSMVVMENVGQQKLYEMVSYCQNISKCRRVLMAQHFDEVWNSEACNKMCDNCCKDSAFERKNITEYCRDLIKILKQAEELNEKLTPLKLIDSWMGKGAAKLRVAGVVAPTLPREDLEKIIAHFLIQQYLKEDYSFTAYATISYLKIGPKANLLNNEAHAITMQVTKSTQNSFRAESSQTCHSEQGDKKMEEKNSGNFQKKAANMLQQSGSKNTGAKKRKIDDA
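RECQ1T1 50 nM; forked duplex (20 bp + 30-nt ss tails) 200 nM, ATP 2 mM final; pH 8.0, 2 mM MgCl2, 2.5 ug/ml poly(dI-dC); 15 min compound preincubation; discontinuous kinetic read over 2 h at RT.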
RGS12 GoLoco inh: qHTS Assay for Inhibitors of RGS12 GoLoco Motif Activity (Red Fluorophore); actives 0.44% (n = 230,000); Gai1:RGS12 GoLoco peptide FP, rhodamine, 10 min; Potency, µM (highest dose often 61.6 µM), without a hit: top-dose activity, negative = inhibition, hits mostly inhibitors; AID 880, 2007; Guanine nucleotide-binding protein G(i) subunit alpha-1 (Homo sapiens), P63096; active means well fitted inhibition curve with a large enough effect, not every such curve was filed as active; inactive means no such curve, though single readings can be large or run the other way; further: on the % scale 0 is the no-effect control and ±100 the full control effect; nearly all actives have a fitted effect of over 30% in size; many of its hits are not listed in these tables
Target sequence (P63096 whole entry, looked up): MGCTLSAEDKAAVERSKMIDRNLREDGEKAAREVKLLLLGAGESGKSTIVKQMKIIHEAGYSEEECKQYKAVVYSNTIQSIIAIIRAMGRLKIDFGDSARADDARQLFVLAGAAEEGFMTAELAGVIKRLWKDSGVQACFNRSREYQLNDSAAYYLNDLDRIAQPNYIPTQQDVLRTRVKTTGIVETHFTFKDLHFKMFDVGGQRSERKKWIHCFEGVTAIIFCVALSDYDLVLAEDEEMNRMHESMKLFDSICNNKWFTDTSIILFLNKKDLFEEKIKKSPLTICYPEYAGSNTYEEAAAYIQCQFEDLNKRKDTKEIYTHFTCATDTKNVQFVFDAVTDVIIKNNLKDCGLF
IMPase Li cell: qHTS Assay for Identifying the Cell-Membrane Permeable IMPase Inhibitors: Potentiation with Lithium; actives 0.35% (n = 210,000); CHO-M1 cells, IP1 TR-FRET (IP-One), carbachol + lithium; AID 1457, 2008; Potency, µM (top dose mostly 59.4 µM), for inactives: top-dose activity, negative = IMPase inhibition, actives largely listed as inhibitors;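 further: IP1 builds up when IMPase is blocked and the TR-FRET signal falls; plate controls were basal vehicle for no effect and high inhibitor control for full effect; nearly all actives have a fitted effect of over 50% in size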
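CHO-M1, 2000 cells/well, 16–30 h culture; cpd + low Li+, 30 min 37C; lysis with d2-IP1/Eu-anti-IP1 Ab, 10 min RT; TR-FRET 665/620 ratio and 620 channel; AC50 via Hill.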
SMN2 splice enh: qHTS Assay for Enhancers of SMN2 Splice Variant Expression; HEK293 SMN2-luciferase splicing reporter, luminescence, 30-36 h; Potency, µM (series often up to 46.1 µM), for the others: at the top dose activity change, positive = activation, most hits filed as activators; actives 2.8% (n = 210,000); further: % of control where 0% means no effect; nearly all actives have a fitted effect of over 55% in size
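HEK293 cells carry an SMN2 minigene-luciferase reporter in which exon 7 inclusion puts luciferase in frame. Cells were seeded at 2000 cells/well, attached for 10-12 hours, then exposed to compounds for 30-36 hours at 37C before ONE-Glo luminescence.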
Starred values were filed as active, the others as inactive; i = inactive; ? = inconclusive; / = not tested or not shown; [ ] = remark or other dose. Unless noted, the call rests on the fitted dose curve; in most records, active means well fitted curve in the direction sought with a large enough effect; inconclusive means small, poorly fitted or top-dose-only effect, or another doubt; inactive means no such curve, though single readings can be large; an effect the other way counts as inactive or inconclusive. Potency means the concentration at half of the fitted maximal effect.

SMILES	KinaseGlo FLuc	JMJD2E inh	Epigenetic reg	NPSR antag	RECQ1 inh	RGS12 GoLoco inh	IMPase Li cell	SMN2 splice enh
C[C@H](NC(=O)CNC(=O)[C@@H](NC(=O)[C@H](Cc1ccccc1)NC(=O)CNC(=O)CNC(=O)[C@@H](N)Cc1ccccc1)[C@@H](C)O)C(=O)N[C@@H](CCCN=C(N)N)C(=O)N[C@@H](CCCCN)C(=O)N[C@@H](CO)C(=O)N[C@@H](C)C(=O)N[C@@H](CCCN=C(N)N)C(=O)N[C@H](CN)CCCCN	/	/	1.9%	/	i	-1%	-3%	10%
Cc1cccnc1NC1OC(=O)c2ccccc21 (stereo not given)	-2%	-20%	0.1%	0%[46.1 µM]	-5%	6%	4%[38.3 µM]	-5%
Cc1ccc(S(=O)(=O)Cc2cccc(C(=O)N3CCOCC3)c2)cc1	-1%	-1%	0.9%	-13%[46.1 µM]	-15%	9%	5%[38.3 µM]	-1%
CCC(C)NC(=O)c1cc2cc3ccc(OC)cc3nc2s1 (stereo not given)	-8%	?	5.0%	-11%[46.1 µM]	?	-14%	-1%[38.3 µM]	13µM*
Cc1ccc(-c2c[n+](CC(=O)Nc3nc(-c4ccc(F)cc4)cs3)c3n2CCC3)cc1	2%	?	-1.0%	-12%	6%	-5%	25%	0%
CCCCCCCc1ccc(C2NC(=S)NC3=C2C(=O)c2ccccc23)cc1 (stereo not given)	/	-2%	0.0%	5%	-2%	17%	/	/
COc1ccc(CCNC(=O)[C@@H](NC(N)=O)C(C)C)cc1	2%	-1%	-0.4%	17%	-3%	7%	12%	-5%
Cn1ccnc1SCCNC(=O)CCc1nnc(CCc2ccccc2)o1	1%	-16%	1.1%	-14%	i	2%	11%	/
CN1/C(=C\C(=O)C[n+]2ccc3ccccc3c2)C(C)(C)c2ccccc21	-2%	-8%	0.2%	-1%	-6%	17%	16%	-49%[inhibitor]
Cc1ccc2[nH]c(=O)c(CN(CC3CCCO3)C(=S)NCc3ccco3)cc2c1 (stereo not given)	-1%	-11%	-0.9%	-12%	-4%	5%	9%	-3%[1.84 µM]
CCOc1cccc2sc(N(CCN(CC)CC)C(=O)c3ccc(S(=O)(=O)N4CCCCC4)cc3)nc12	-3%	-16%	1.5%	-47%	-9%	11%	15%	-3%
Clc1ccc(CN=C2Nc3ccccc3CS2)cc1	-3%	-1%	1.1%	-7%[46.1 µM]	i	5%	19%[38.3 µM]	13µM*
CC1S/C(=N/N=C2CCCCC2)NC1=O (stereo not given)	2%	-4%	-1.9%	18%[46.1 µM]	-1%	-8%	-2%	7%
COC(=O)C1(C)C=C(Nc2ccc(OC)cc2)C(=O)N1c1ccc(OC)cc1 (stereo not given)	-1%	-18%	0.0%	/	12%	2%	7%	10%
c1ccc2sc(-c3ccc4c(c3)OCO4)nc2c1	13µM*	?	0.8%	-22%[46.1 µM]	-1%	3%	5%[38.3 µM]	7.1µM*
Cn1c(N)c(C(=O)NCc2ccccc2)sc1=S	3%	-1%	0.0%	-7%[46.1 µM]	i	11%	14%[38.3 µM]	?
Cn1c(=S)c2[nH]c(SCc3cccnc3)nc2n(C)c1=O	-4%[7.66 µM]	/	/	/	/	-10%[14.2 µM]	-3%	-13%[9.22 µM]
COCCc1nnc(NC(=O)C(C)C)s1	/	-3%	-1.0%	5%	3%	-9%	/	/
CC(C)C1=NN(C(=O)c2ccccc2)C(O)(C(C)(C)C)C1 (stereo not given)	-2%	2%	-1.1%	-1%[46.1 µM]	-3%	3%	0%[38.3 µM]	5%
Cn1c(C(C(=O)NCC2CCCO2)N(C(=O)Cn2nnc3ccccc32)C2CCCCC2)nc2ccccc21 (stereo not given)	3%	-3%	-0.9%	-17%[46.1 µM]	0%	-3%	-2%	-14%
O=C(NCc1ccccc1)C1=C[C@H](C2CC2)C[C@H](OCCCCO)O1	/	2%	-2.6%	0%	-17%	5%	1%	/
CCOC(=O)NC(NCc1cccc(C(F)(F)F)c1)(C(F)(F)F)C(F)(F)F	-3%	-7%	0.0%	-11%[46.1 µM]	-8%	-5%	9%	-9%
COc1ccc(N(CC(=O)Nc2cc(C)ccc2OC)S(=O)(=O)c2c(C)noc2C)cc1	-1%	3%	1.8%	?	-14%	-5%	0%[38.3 µM]	-1%
Cc1ccc(Oc2nc(CN3CCOCC3)nc3sc4c(c23)CCC(C)C4)cc1 (stereo not given)	1%	0%	-1.0%	-44%	-11%	9%	25%	-18%
COC(=O)/C(=C\Nc1ccccc1N)c1ncc(C(F)(F)F)cc1Cl	-3%	37%[activator]	-1.1%	-16%[46.1 µM]	-11%	10%	27%[38.3 µM]	-12%
Cc1nc(CSc2ccccc2)cc(=O)[nH]1	0%	3%	0.9%	7%	-6%	3%	-3%	-1%
CCOc1ccc(CCNC(=O)c2oc3c(c2C)-c2[nH]ncc2CC3)cc1OCC	3%	-8%	-1.0%	-6%	-1%	-3%	10%	-6%
CC1=C(C#N)C(c2cn(-c3ccccc3)nc2-c2cccs2)C(C#N)=C(C)N1	-3%	?	-4.0%	-24%[46.1 µM]	-12%	-9%	-1%[38.3 µM]	-15%
COc1ccc(OC)c(C(Nc2ccccc2)P(=O)(OC(C)C)OC(C)C)c1 (stereo not given)	/	3%	1.2%	-34%	-3%	6%	/	/
O=C(O)c1c(Cl)cccc1Cl	/	/	/	/	-12%	-26%	-13%	-4%
CC1(C)Cc2c(sc(NC(=O)c3ccco3)c2C#N)C(C)(C)N1	1%	-2%	0.0%	-5%[46.1 µM]	-9%	-1%	33%[activator][38.3 µM]	?
COc1ccc(C(CNC(=O)c2ccc(S(=O)(=O)N(C)C)cc2)N(C)C)cc1 (stereo not given)	1%	8%	-1.6%	-3%	0%	6%	12%	5%
COc1ccc(NC(=O)/C(C#N)=C\c2ccc(OCc3ccc(C(=O)O)cc3)c(OC)c2)cc1	5%	?	-0.1%	-28%	-4%	16%	-6%	27%
CC(C)COC(=O)NC1c2ccccc2Oc2ccccc21	/	0%	-1.0%	-17%	i	-6%	/	/
CCOc1ccc2[nH]c(=O)c(CN(Cc3ccc(C)cc3)C(=O)N3CCCC3)cc2c1	-1%	-8%	0.8%	7%[46.1 µM]	14%	-8%	-8%[38.3 µM]	-9%
Cc1ccnc(NC(=O)c2cccc([N+](=O)[O-])c2C)c1	-8%	7%	-3.8%	3%	-8%	-2%	0%	-3%
COc1cc(C(=O)NCc2nnc(SCC(=O)N3CCCCC3)o2)cc(OC)c1OC	-2%	-1%	-1.4%	-4%[46.1 µM]	-6%	-6%	37%[activator][38.3 µM]	?
O=C(NCc1cccnc1)c1cccnc1Sc1ccc(Cl)cc1	-6%	-4%	0.0%	-12%[46.1 µM]	-1%	5%	16%[38.3 µM]	-4%
Cc1nn(CC2CC2)c(=O)n1-c1ccccc1F	1%	5%	0.0%	-2%	-2%	-1%	-16%	2%
Cc1ccccc1Cn1ccc(-c2ccc(Cl)cc2)c(C#N)c1=O	4%	?	2.5%	-7%[46.1 µM]	1%	4%	28%[38.3 µM]	9%
CCOC(=O)C1=C(N2CCCCC2)c2cc3c(n2C1=O)CCCC3	-8%	2%	-1.0%	-28%[46.1 µM]	i	13%	-7%[38.3 µM]	-5%
CC(C)(C)C1CCc2c(sc(NC(=O)c3ccncc3)c2C(N)=O)C1 (stereo not given)	2%	2%	0.0%	13%	-18%	-3%	-4%	3%
Cc1ccc(Oc2ccc(C=O)cn2)cc1	-2%	?	-0.5%	5%	1%	3%	3%	-21%
COCCCNC(=O)CCc1ccc(S(=O)(=O)Nc2ccc(C)cc2)cc1	-1%	-7%	-1.1%	-7%[46.1 µM]	-9%	0%	24%[38.3 µM]	2%
CCOC(=O)c1sc(-c2ccc(C(F)(F)F)cc2)nc1O	/	?	11%	13%[7.67 µM]	-2%	-6%	/	/
CC(=O)NC1(C(F)(F)F)C(=O)Nc2c1c(=O)[nH]c(=O)n2CCc1ccccc1 (stereo not given)	/	3%	-1.0%	12%	-17%	10%	/	/
C(=N\N1CCN(C2c3ccccc3-c3ccccc32)CC1)/c1cccnc1	-3%	2%	-3.5%	-20%[46.1 µM]	-13%	3%	11%[38.3 µM]	-2%
CC(C)(C)c1ccc(NC(=O)COC(=O)CCc2nc3ccccc3c(=O)[nH]2)cc1	2%	5%	-1.8%	0%	4%	70%[activator]	11%	/
COC(=O)c1nnn(-c2nonc2N)c1COc1ccc(C=O)cc1OC	0%	-12%	2.4%	-6%	2%	-3%	3%	/
COC(=O)c1ccccc1OCC(=O)N1CCN(c2ccc(OC)cc2)CC1	0%	-1%	-1.4%	-10%[46.1 µM]	0%	8%	-2%[38.3 µM]	-18%
Cc1nc2c3ccccc3nc(NNC(=O)CCC(=O)NCCC(C)C)n2n1	-2%	2%	1.0%	13%	-1%	4%	4%	-6%
CN1CCN(NC(=O)c2cn(-c3ccccc3)nc2-c2cccs2)CC1	3%	-4%	4.3%	11%	-7%	1%	13%	-6%
CC(NC(=O)Nc1ccccc1C(F)(F)F)C1CCCO1 (stereo not given)	-1%	4%	0.9%	8%[46.1 µM]	-1%	7%	-6%[38.3 µM]	-19%
O=c1c2ccccc2ncn1C1CCCCC1	-1%	-1%	0.9%	1%[46.1 µM]	0%	-1%	-4%[38.3 µM]	-1%
CN1C(=O)/C(=C/c2ccccc2OCc2ccccc2F)NC1=S	1%	9%	-1.2%	?	-12%	7%	21%[38.3 µM]	1%
CC(C)N1C(=O)CN(C2CCCCCC2)C(=O)C1c1ccccc1F (stereo not given)	-2%	14%	-2.2%	-4%[46.1 µM]	i	-15%	20%[38.3 µM]	7%

Bioassay records from PubChem.

This is a subset. The share of hits here may be higher or lower than overall.
